a7 integrin act = qHTS for Activators of Integrin-Mediated Alleviation for Muscular Dystrophy | alpha7betagal myoblasts, beta-gal FDG fluorescence, 48 h | Potency, µM (doses to about 38.3 µM), for the others: at the highest dose activation, actives largely listed as activators | 350,000 compounds, 0.064% hits;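 further: potency means the concentration at half of the fitted maximal effect; 100% = response of the positive control SU9516; nearly all actives have a fitted effect of over 60% in size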
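alpha7betagal+/- myoblasts (passage 13, 250/well) treated 48 h at 37C with compounds at 1:260 dilution of DMSO stock. Lysed, then beta-galactosidase activity read as FDG fluorescence (ex 480/em 540) after 30 min, with pre-read for autofluorescence.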
S-ASM inh = Inhibitors of Secretory Acid Sphingomyelinase (S-ASM): qHTS; Sphingomyelin phosphodiesterase (Homo sapiens), P17405; placental ASM, HMU-PC fluorogenic substrate, 60 min; Potency, µM (series often up to 57.5 µM), for inactives: at the highest dose activity change, negative = inhibition, actives largely listed as inhibitors; 340,000 compounds, 0.006% hits; AID 504937, 2011; further: potency means the concentration at half of the fitted maximal effect
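Fluorogenic HMU-PC substrate (9 uM final) is turned over by placental ASM in 60 min at 37 C after a 10 min compound preincubation. Reaction ended by alkaline stop (pH 10), with fluorescence read at 386/447 nm.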
TRPV1 agonist = HTS Assay for Compounds that Act as Agonists of the Vanilloid Receptor 1; Transient receptor potential cation channel subfamily V member 1 (Homo sapiens), Q8NER1; TRPV1-expressing cells, Fluo-8 calcium influx, agonist mode; activation, % at 8.33 µM; 320,000 compounds, 0.19% hits; AID 540275, 2011; in the data active means activation above about 80%; inconclusive means between about 30% and that limit; further: 0% is about no effect
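Fluo-8 calcium influx in TRPV1-expressing cells, kinetic read (ex 480/em 520 nm). Compound added and read 3 min for agonist activity, followed by capsaicin at EC20 final and 2 min further read for enhancement.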
ELG1 genotoxic = qHTS screen for small molecules that induce genotoxicity in human embryonic kidney (HEK293T) cells expressing luciferase-tagged ELG1; HEK293T ELG1-luciferase reporter, luminescence, 16 h; Potency, µM (titrated, usually from 46 µM), without a hit: top-dose activity change, positive = activation, usual class: activators; 330,000 compounds, 1.3% hits; AID 504466, 2011; further: potency means the concentration at half of the fitted maximal effect; % of control where 0% means no effect; nearly all actives have a fitted effect of over 60% in size
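Genotoxic stress is detected as increased luminescence from luciferase-tagged ELG1 in HEK293T cells, measured with ONE-Glo after a 16 hr treatment at 37 °C.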
TSG101-PTAP inh = qHTS Assay for Iinhibitors of HIV-1 Budding by Blocking the Interaction of PTAP/TSG101 | Tumor susceptibility gene 101 protein (Homo sapiens), Q99816 | Fluorescence polarization, FITC-PTAP peptide / Tsg101 binding | Potency, µM (highest dose often 115 µM), for the others: at the highest dose activity change, negative = inhibition, most hits filed as inhibitors | 340,000 tested, under 10 active | AID 493005, 2010; active means well fitted inhibition curve with a large enough effect in the main read-out, with a control signal flat, not every such curve was filed as active; inconclusive means small, poorly fitted or top-dose-only effect, or effect the other way, or a change in a side signal; inactive means no such curve, though single readings can be large or run the other way; further: potency means the concentration at half of the fitted maximal effect; % of control where 0% means no effect
Target sequence (Q99816 whole entry, looked up): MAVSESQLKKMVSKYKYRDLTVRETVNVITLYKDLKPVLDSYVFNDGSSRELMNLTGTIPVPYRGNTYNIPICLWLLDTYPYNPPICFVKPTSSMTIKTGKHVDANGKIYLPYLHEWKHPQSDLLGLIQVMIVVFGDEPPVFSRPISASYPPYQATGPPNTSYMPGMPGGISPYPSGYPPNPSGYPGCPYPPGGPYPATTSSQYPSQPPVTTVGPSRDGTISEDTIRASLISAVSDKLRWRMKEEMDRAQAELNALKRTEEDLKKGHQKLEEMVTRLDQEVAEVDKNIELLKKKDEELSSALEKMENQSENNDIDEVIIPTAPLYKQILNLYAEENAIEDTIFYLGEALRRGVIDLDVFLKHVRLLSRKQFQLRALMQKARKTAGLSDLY
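Fluorescence polarization binding of Tsg101 binding domain (10 uM final) to FITC-labeled PTAP peptide (50 nM final) in HEPES pH 7.5 buffer with NaCl, Tween 20, EDTA, TCEP. Compounds added before peptide; binding 20 min at RT.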
BRCA1 expr up = qHTS Assay to Identify Small Molecule Activators of BRCA1 Expression; MCF7-BRCA1-FFLuc reporter, luminescence, 48 h; response scale: scaled: vehicle 0%, 10 µM genistein 100%; Potency, µM (highest dose often 46.1 µM), for inactives: top-dose activation, most hits filed as activators; 380,000 compounds, 1.1% hits; AID 624202, 2012; further: potency means the concentration at half of the fitted maximal effect; nearly all actives have a fitted effect of over 80% in size; some results filed as inactive show a strong effect at the top dose
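Using MCF7 cells harboring a BRCA1 firefly luciferase reporter, plated 2 h before compound pinning, the screen measured luminescence after 48 h incubation. Responses were normalized to DMSO and 10 microM genistein, then fitted for concentration-effect.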
USP2a inh = qHTS Assay for Inhibitors of Ubiquitin-specific Protease USP2a Using CHOP2 as the Reporter. Ubiquitin carboxyl-terminal hydrolase 2 (Homo sapiens), O75604. USP2 core, Ub-CHOP2 coupled fluorogenic reporter, 485/531. Potency, µM (titrated, usually from 38.3 µM), inactives show top-dose activity change, negative = inhibition, actives largely listed as inhibitors. 330,000 compounds, 0.01% hits. AID 463254, 2010;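 further: potency means the concentration at half of the fitted maximal effect; plate controls were DMSO wells for no effect and full inhibition by NEM control for full effect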
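Deubiquitinase activity read as fluorescence (485/531 nm) after Ub-CHOP2 cleavage activates the enterokinase reporter on its substrate; USP2 core 10nM, Ub-CHOP2 and substrate 25nM each, 30min compound preincubation then 60min RT; data normalized to NEM, curves fitted.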
B2AR arrestin = qHTS assay of beta-arrestin-biased ligands of beta2-adrenergic receptor; beta-arrestin recruitment to beta2AR, cell-based reporter; Potency, µM (highest dose often 46.1 µM), for inactives: at the highest dose activation, actives largely listed as activators; 330,000 compounds, 0.02% hits;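 further: potency means the concentration at half of the fitted maximal effect; 0% = DMSO controls and full agonism = EC100 isoproterenol or metaproterenol; nearly all actives have a fitted effect of over 65% in size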
uPA surface inh = qHTS for Inhibitors of Cell Surface uPA Generation | cell surface uPA generation assay, qHTS | Potency, µM (doses to about 38.3 µM), for the others: at the highest dose activity change, negative = inhibition, usual class: inhibitors | 330,000 compounds, 0.31% hits | AID 540303, 2011; active means well fitted inhibition curve with a large enough effect; inconclusive means small, poorly fitted or top-dose-only effect; inactive means no such curve, though single readings can be large or run the other way; tested in mouse RAW 264.7 cells; further: potency means the concentration at half of the fitted maximal effect; on the % scale 0 is the no-effect control and ±100 the full control effect; nearly all actives have a fitted effect of over 55% in size
p53 reactivation = qHTS assay for re-activators of p53 using a Luc reporter | H1299 p53-A138V BP100-luciferase reporter, luminescence, 24 h | Potency, µM (doses to about 92.2 µM), without a hit: top-dose activity change, positive = activation, hits mostly activators | 320,000 compounds, 0.063% hits; further: potency means the concentration at half of the fitted maximal effect; % of control where 0% means no effect; nearly all actives have a fitted effect of over 45% in size
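p53-null H1299 cells stably carrying temperature-sensitive p53-A138V and a BP100-luciferase reporter were pinned with compounds (4-point, 1:5 series) and held 24 hrs at 37 deg C. Luminescence was read 10 min after detection reagent.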
Eya2 inh = qHTS Assay for Inhibitors of the Phosphatase Activity of Eya2 | Protein phosphatase EYA2 (Homo sapiens), O00167 | recombinant Eya2, OMFP fluorescence dephosphorylation (OMFP is methylfluorescein phosphate) | Potency, µM (titrated, usually from 76.9 µM), for the others: top-dose activity, negative = inhibition, actives largely listed as inhibitors | 330,000 compounds, 0.006% hits; further: potency means the concentration at half of the fitted maximal effect; on the % scale 0 is the no-effect control and ±100 the full control effect
Target sequence (O00167 whole entry, looked up): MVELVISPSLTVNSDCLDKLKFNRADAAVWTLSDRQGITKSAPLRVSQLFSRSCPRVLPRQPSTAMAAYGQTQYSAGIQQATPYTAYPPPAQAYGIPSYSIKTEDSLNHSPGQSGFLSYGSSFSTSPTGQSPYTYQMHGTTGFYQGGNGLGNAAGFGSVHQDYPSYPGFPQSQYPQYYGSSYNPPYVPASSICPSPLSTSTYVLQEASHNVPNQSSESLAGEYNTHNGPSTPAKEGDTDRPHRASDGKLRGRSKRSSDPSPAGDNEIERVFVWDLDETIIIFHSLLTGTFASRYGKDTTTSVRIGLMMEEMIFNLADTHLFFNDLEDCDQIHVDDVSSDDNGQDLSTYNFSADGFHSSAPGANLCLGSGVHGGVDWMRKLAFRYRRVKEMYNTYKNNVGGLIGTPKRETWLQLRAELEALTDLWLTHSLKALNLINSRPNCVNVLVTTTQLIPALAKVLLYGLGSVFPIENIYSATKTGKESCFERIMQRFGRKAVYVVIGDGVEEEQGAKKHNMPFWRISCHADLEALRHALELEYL
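Eya2 protein (added as 0.2 uM solution) was preincubated with compound for 10 min at ambient temperature in 50 mM HEPES pH 7.5, 50 mM NaCl, 5 uM MgCl2, 0.05% BSA, 1 mM DTT. OMFP (added at 50 uM) then reacted 10 min; fluorescence read at 485/525 nm.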
Starred values were filed as active, the others as inactive; ? = inconclusive; nt = not tested or not shown; & = joins results of further samples; [ ] = another dose, or the depositor's remark. Unless noted, the call rests on the fitted dose curve; in most records, active means well fitted curve in the direction sought with a large enough effect; inconclusive means small, poorly fitted or top-dose-only effect, or another doubt; inactive means no such curve, though single readings can be large; an effect the other way counts as inactive or inconclusive. Compounds were not picked by outcome (roughly 2.6% active in at least one column).

SMILES | a7 integrin act | S-ASM inh | TRPV1 agonist | ELG1 genotoxic | TSG101-PTAP inh | BRCA1 expr up | USP2a inh | B2AR arrestin | uPA surface inh | p53 reactivation | Eya2 inh
CCOC(=O)CNC(=O)CSc1nnnn1-c1ccc(C)c(C)c1 | 22% | -2% | 1 | 5% | -3% | -24% | 6% | 0.3% | -1% | 4% | -3%
CC1=CCC2C(=O)N(c3ccccc3OC(=O)c3ccccc3F)C(=O)C2C1 (stereo unspecified) | 20% | -1% | 2 | 0% | -2% | -38% | 2% | 2.3% | 16% | 9% | -1%
Cc1cccc2cc(CN(CCN3CCOCC3)C(=O)Nc3ccccc3F)c(=O)[nH]c12 | 0% | 0% | 10 | -2% | 0% | 20% | 4% | 0.2% | -10% | -13% | -5%
Cc1cc(C)n(C(=O)CCCCCCCC(=O)n2nc(C)cc2C)n1 | -1% | 3% | 1 | 14% | -14% | -1% | 1% | -0.5% | -6% | 14% | -6%
CCCCOCCCNC(=O)c1cccs1 | -12% | 6% | 12 | -4% | 0% | 48% | 0% | -0.1% | 9% | 7% | 11%
C/C(=C\C(=O)c1cccnc1)Nc1ccc(C(=O)O)cc1 | -1% | 0% | 0 | -3% | -6% | 1%[1.84 µM] | 0% | 0.0% | -1% | 1% | ?
Cn1cc(Br)c(C(=O)NN2C(=O)C3C(C2=O)C2C=CC3C23CC3)n1 (stereo unspecified) | -27% | 3% | -1 | 0% | -4% | 12% | 9% | -0.3% | 13% | 0% | 1%
c1ccc2c3n(nc2c1)CCCO3 | 12% | 8% | 4 | 4% | -4% | 10% | 0% | 0.0% | -3% | 5% | -6%
COc1ccc(N(CC(O)Cn2cnc3ccccc32)S(=O)(=O)c2ccc(C)cc2)cc1 (stereo unspecified) | 26% | -6% | -7 | -3% | -11% | -16% | -1% | -1.4% | 2% | -14% | 2%
COc1ccccc1NC(=S)N1CCN(c2ccccn2)CC1 | 21% | 6% | 1 | 2% | -5% | -10% | 1% | -2.5% | 0% | -1% | -1%
COc1cc(NC(=O)C2=C(C)OCCS2)c(Cl)cc1C(=O)NCCN(C)C | -11% | 0% | -2 | 4% | -3% | -18% | -2% | -1.0% | 6% | -2% | 6%
Fc1ccc(Nc2nc(N3CCOCC3)nc(N3CCOCC3)n2)cc1Cl | 0% | -1% | 0 | 11% | -2% | -13% | 1% | 0.2% | 9% | -1% | -14%
Nc1c2c(nc3ccc(Br)cc13)N(C1CCCCC1)CC2 | nt | nt | 3 | -8% | nt | nt | 3% | 0.1% | nt | -7% | 3%
CCOC(=O)C1CCCN(c2ncnc3c2cnn3-c2cccc(C)c2)C1 (stereo unspecified) | 0% | 0% | 9 | ? | -10% | 11% | 0% | 0.4% | nt | 13% | -1%
N#CCCN(Cc1cccnc1)S(=O)(=O)c1ccc2ccccc2c1 | 0% | 5% | -1 | 1% | 0% | -13% | 1% | -0.6% | -3% | -10% | -3%

Grouped by structure: the compounds so far containing fluorine (3)
SMILES | a7 integrin act | S-ASM inh | TRPV1 agonist | ELG1 genotoxic | TSG101-PTAP inh | BRCA1 expr up | USP2a inh | B2AR arrestin | uPA surface inh | p53 reactivation | Eya2 inh
CC1=CCC2C(=O)N(c3ccccc3OC(=O)c3ccccc3F)C(=O)C2C1 (stereo unspecified) | 20% | -1% | 2 | 0% | -2% | -38% | 2% | 2.3% | 16% | 9% | -1%
Cc1cccc2cc(CN(CCN3CCOCC3)C(=O)Nc3ccccc3F)c(=O)[nH]c12 | 0% | 0% | 10 | -2% | 0% | 20% | 4% | 0.2% | -10% | -13% | -5%
Fc1ccc(Nc2nc(N3CCOCC3)nc(N3CCOCC3)n2)cc1Cl | 0% | -1% | 0 | 11% | -2% | -13% | 1% | 0.2% | 9% | -1% | -14%

Following part
SMILES | a7 integrin act | S-ASM inh | TRPV1 agonist | ELG1 genotoxic | TSG101-PTAP inh | BRCA1 expr up | USP2a inh | B2AR arrestin | uPA surface inh | p53 reactivation | Eya2 inh
COc1ccc(CNC(=O)Cn2ncn3c(cc4ccccc43)c2=O)cc1 | 5% | -2% | 2 | 2% | 0% | -53% | 2% | -0.2% | -1% | -9% | -5%
CC1CCC(NC(=O)C2CC(=O)N(c3ccc4c(c3)OCCO4)C2)CC1 (stereo unspecified) | 21% | 0% | 5 | 1% | -3% | 1% | -1% | 0.1% | -3% | 4% | -18%
CCc1ccc(CCC(=O)Nc2ccc(S(N)(=O)=O)cc2)o1 | -18% | -1% | 0 | 3% | -4% | 0% | -1% | -0.6% | nt | ? | 6%
O=C(O)c1cccc(N2C(=O)c3ccc4c5c(ccc(c35)C2=O)C(=O)N(c2cccc(C(=O)O)c2)C4=O)c1 | 1% | -1% | 2 | -4% | -3% | -14% | 1% | 0.1% | 3% | -1% | 9%
CCN(CC(=O)Nc1ccccc1C(F)(F)F)C(=O)C1CCC1 | 13% | nt | 2 | 8% | -5% | -8% | 1% | -0.1% | -8% | 1% | -2%
O=C(COc1ccc(Cl)cc1Cl)NN=C1CCCCC1 | -27% | 1% | 2 | 1% | -1% | -6% | -1% | -0.8% | 2% | 6% | 2%
CN(CCCNC(=O)C1CCN(S(=O)(=O)c2cccc3nsnc23)CC1)Cc1ccccc1 | 10% | 0% | nt | 0% | 0% | -5% | 2% | -0.5% | 4% | 4% | 7%
CN1CCC(=C2c3ccccc3C(O)c3ccccc32)CC1 (stereo unspecified) | -11% | 4% | 2 | 1% | 0% | 0% | -10% | -0.3% | 0% | -4% | 3%
CCOC(=O)C(C)c1nc2ccccc2[nH]c1=O (stereo unspecified) | -7% | 36%[activator] | -5 | 1% | 0% | 9% | 2% | 0.3% | 3% | -8% | -1%
COc1ccc(-n2nnnc2SC(C)C(N)=O)cc1 (stereo unspecified) | 3% | 7% | -3 | 0% | -3% | 5% | -1% | 0.5% | -2% | -8% | -9%
CC(C)OC(=O)CCC1(C(=O)O)CCC(=O)NC1 (stereo unspecified) | 2% | 0% | -3 | -1% | -1% | -2% | 3% | -0.2% | 2% | -16% | -1%
N#Cc1nnn(-c2ccc(Cl)cc2)c1N | 5% | 1% | -1&-1 | -2%&0% | -3% | -8% | 4%&2% | -0.6%&0.3% | 9% | 2%&0% | -3%&2%
CS(=O)(=O)N1CCN(C2CCN(Cc3ccccc3)CC2)CC1 | 3% | 3% | -3 | -2% | -3% | -23% | 3% | 0.0% | 2% | -8% | 5%
Cc1cccc(N2C(=O)C3CCCN3C2=S)c1 (stereo unspecified) | -14% | -10% | 1 | 0% | -8% | -2% | -6% | 0.1% | 4% | -1% | -3%
CN(CC1CCCN(CCc2cccc(C(F)(F)F)c2)C1)C(=O)c1ccco1 (stereo unspecified) | 0% | -2% | 4 | -6% | -1% | -4% | -1% | -0.5% | 1% | 29% | 0%
O=C(Cn1c(=O)oc2ccccc21)NC(=O)NCc1ccccc1 | 32% | 1% | -1 | 0% | 0% | -5% | -1% | -0.3% | -2% | -6% | 4%
Cc1c(C)n(C)c2ccc(C(=O)NCCN3CCOCC3)cc12 | 5% | 0% | 9 | 4% | -6% | 17% | 2% | 0.5% | 3% | -1% | 2%
COC(=O)Nc1nnc(Cc2ccccc2)s1 | -1% | -1% | 2 | -1% | -5% | -20% | -1% | 0.1% | nt | -1% | 3%
CC(=O)N1c2ccc(S(=O)(=O)N3CCC(C(=O)N4CCCCC4)CC3)cc2CC1C (stereo unspecified) | -14% | 3% | 1 | -3% | 0% | -13% | 2% | -0.4% | -7% | 1% | 2%
Cn1c(-c2ccc(F)cc2)cc2onc(-c3ccccc3Cl)c2c1=O | 1% | 6% | 0 | ? | -5% | ? | 8% | 0.2% | -7% | ? | -4%
